# tim10-1 inh: inhibits growth of tim10-1 mutant yeast | actives 2.2% (n = 330,000) | inhibition, % at 20 µM | S. cerevisiae tim10-1 ts strain growth, BacTiter-Glo, 24 h;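 active = inhibition of at least 40%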;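 note: mutant grown at 25 °C; 0% = DMSO wells with yeast and 100% = wells holding no yeast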
# APJ antag: APJ receptor antagonism; CHO-K1 APJ beta-arrestin complementation, luminescence; inhibition, % at 20 µM; actives 0.32% (n = 330,000);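 active = inhibition above about 40% at 20 µM, limit read from the data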;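 note: cells challenged with 10 nM apelin-13 agonist together with compound; plate controls were apelin-13 plus DMSO wells for no effect and DMSO wells lacking apelin-13 for full effect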
# Target sequence (P35414 whole entry, looked up): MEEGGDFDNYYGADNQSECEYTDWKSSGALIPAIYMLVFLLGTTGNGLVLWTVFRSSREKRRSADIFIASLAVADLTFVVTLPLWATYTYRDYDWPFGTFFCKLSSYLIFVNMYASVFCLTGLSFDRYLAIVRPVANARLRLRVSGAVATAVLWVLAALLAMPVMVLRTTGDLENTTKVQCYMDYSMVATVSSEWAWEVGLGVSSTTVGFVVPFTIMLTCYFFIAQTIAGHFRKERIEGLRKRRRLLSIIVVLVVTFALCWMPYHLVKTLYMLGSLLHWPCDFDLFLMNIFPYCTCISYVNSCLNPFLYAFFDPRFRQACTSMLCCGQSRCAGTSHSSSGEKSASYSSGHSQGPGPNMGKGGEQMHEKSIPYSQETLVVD
# APJ ag: agonists of human APJ apelin receptor | P35414 | CHO-K1 APJ PathHunter beta-arrestin, luminescence; 0% DMSO wells, 100% apelin | activation, % at 20 µM | actives 0.11% (n = 330,000) | AID 2520;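 active = activation more than six SD over the plate average, tested at 20 µM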;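 note: 0% = DMSO alone and 100% = apelin-13 at 10 nM; some results filed as inactive read as strong as hits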
#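 Test system: CHO-K1 APJ beta-arrestin complementation cell line | Compound: Single test compound dose, 20 µM final, 1% DMSO | Incubation: Compound 90 min 25 °C, reagent 1 h | Measured by: beta-gal luminescence | Read-out basis: APJ–arrestin association signal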
# Mdm2 MdmX PPI: inhibitors of human Mdm2/MdmX interaction; SaOS-2 split-luciferase Mdm2/MdmX complementation, luminescence; inhibition, % at 8 µM; actives 3% (n = 330,000); O15151+Q00987;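 active = inhibition of at least 50% at 8 µM in the primary screen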
# TIM10 inh: inhibits growth of TIM10 yeast strain. inhibition, % at 10 µM. AID 463195. S. cerevisiae TIM10 strain growth, BacTiter-Glo luminescence, 24 h. actives 1.4% (n = 330,000);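 active = inhibition of 40% or more at the single tested concentration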;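 note: wild-type TIM10 isogenic control strain grown at permissive 25 °C; 0% = DMSO yeast wells and 100% = minimal medium wells without yeast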
# XBP1 UPR activ: adaptive UPR (XBP1) activation; actives 0.33% (n = 330,000); CHO-XBP1 luciferase reporter, IRE1-XBP1 UPR activation, luminescence; percent of tunicamycin response, DMSO as zero; activation, % at 20 µM;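 active = versus positive control, 20 µM dose yields 30% or more activation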;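 note: 100% = tunicamycin at 10 µg/mL and 0% = DMSO only wells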
#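 Material: CHO cell line with stable XBP1 luciferase reporter; schedule: 16-18 h cell attachment at 37 °C, then 6 h compound exposure; signal: glow luminescence from Steady-Glo reagent; medium: serum-containing F12 medium, 10% FBS; benchmarks: tunicamycin 10 µg/mL and vehicle-only wells; read-out: percent activation relative to tunicamycin reference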
# tim23-1 inh: tim23-1 yeast growth inhibition. AID 463212. actives 1.3% (n = 330,000). S. cerevisiae tim23-1 growth, BacTiter-Glo luminescence, 24 h. inhibition, % at 20 µM;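 active = growth inhibition of the mutant yeast at or above 50%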;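 note: temperature-sensitive mutant grown at 25 °C; plate controls were DMSO-treated mutant yeast for no effect and medium wells lacking yeast for full effect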
# UPR CHOP act: apoptotic UPR (CHOP) activation; AID 449763; CHO-CHOP luciferase reporter, luminescence; percent of tunicamycin response over DMSO baseline; activation, % at 10 µM; actives 0.34% (n = 330,000);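 active = at 10 µM dose, activation of 40% or more, normalized to positive control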;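 note: 100% = tunicamycin at 10 µg/mL and 0% = DMSO alone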
#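 Evaluation: % reporter activation, DMSO baseline versus tunicamycin full activation; System: CHO-CHOP luciferase reporter cell line; Input: 500 cells/well; Incubation: 6 h compound treatment, 37 °C; Measured by: Steady-Glo luciferase luminescence; Dosing: one dose, 10 µM in 0.5% DMSO; Buffer or medium: F12 medium, 10% FBS; Benchmarks: positive tunicamycin 10 µg/mL, negative DMSO alone.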
# CXCR6 block: blocks human CXCR6 beta-arrestin recruitment. O00574. CHO-K1 PathHunter CXCR6 beta-arrestin, luminescence. inhibition, % at 20 µM. actives 0.36% (n = 360,000). AID 602244; in the data active = inhibition above about 34%, passing the limit was not always enough;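 note: antagonist mode with CXCL16 agonist at 10 nM final; 0% = 10 nM CXCL16 with DMSO and 100% = unstimulated wells without agonist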
# Target sequence (O00574 whole entry, looked up): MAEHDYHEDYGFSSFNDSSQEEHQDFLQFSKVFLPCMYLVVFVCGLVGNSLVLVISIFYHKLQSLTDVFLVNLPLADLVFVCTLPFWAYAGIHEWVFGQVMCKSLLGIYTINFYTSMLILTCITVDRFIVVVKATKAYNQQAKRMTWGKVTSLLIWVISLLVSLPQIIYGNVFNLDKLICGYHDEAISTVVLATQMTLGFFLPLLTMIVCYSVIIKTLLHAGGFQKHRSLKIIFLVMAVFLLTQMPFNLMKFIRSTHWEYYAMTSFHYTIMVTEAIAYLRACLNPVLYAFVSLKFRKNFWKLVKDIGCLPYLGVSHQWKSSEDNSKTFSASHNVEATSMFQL
# The depositor's hits bear a star; x = no result given. A portion of the library; rates above refer to the full screens.
SMILES,tim10-1 inh,APJ antag,APJ ag,Mdm2 MdmX PPI,TIM10 inh,XBP1 UPR activ,tim23-1 inh,UPR CHOP act,CXCR6 block
CN1Cc2c(N3CCOCC3)nc3sc(C#N)c(N)c3c2CC1(C)C,-18.6,-3.2,-1.1,3.6,-8.0,-2.1,-12.5,2.7,-5.0
CC(C)=CCCC(C)NC(=O)NC1CCCCC1 (stereo unspecified),-5.2,-8.0,1.2,-5.8,6.2,0.4,17.6,0.6,3.6
O=C(c1ccc(-c2ccccc2Cl)o1)N1CCCC(C(F)(F)F)C1 (stereo unspecified),3.3,0.8,-3.0,-71.5,-2.5,2.1,27.1,5.1,-1.3
CCOC(=O)/C(C#N)=C/c1c(N2CCN(c3ccccc3)CC2)nc2c(C)cccn2c1=O,-1.7,36.6,-2.9,-3.7,18.1,-3.7,-1.0,14.1,18.3
O=C(Cc1ccccc1)N1CCCC1c1ccccc1 (stereo unspecified),10.3,-0.2,-2.3,4.0,0.6,-1.0,7.7,-1.2,2.7
COc1ccc([C@H]2/C=C\CN(Cc3ccc(N(C)C)cc3)[C@@H](C)C(=O)N2Cc2ccc(F)cc2)cc1,-2.1,2.6,2.9,17.1,-0.6,0.3,1.5,0.2,-1.9
COCCCNC(=S)N1CCCC(c2nc3cc(C)c(C)cc3[nH]2)C1 (stereo unspecified),9.0,-7.7,-3.7,5.5,-0.4,3.4,11.6,-1.2,-4.2
Cc1ccc(N2CCC(N3CCN(C)C(CCO)C3)CC2)cc1 (stereo unspecified),4.4,-0.8,2.2,-8.3,-1.5,-2.3,-7.3,1.2,0.1
COc1ccc(C(=O)/C=C/c2ccc(OC(=O)c3cc(OC)c(OC)c(OC)c3)cc2)cc1,19.8,-8.4,-2.0,57.2*,23.9,-2.1,9.0,-0.6,2.7
CCCCNCC(O)(c1ccc(Cl)cc1)c1ccc(Cl)cc1,9.3,-13.1,-0.7,0.4,11.0,-1.6,5.6,-0.6,-3.2
O=C(CN1C(=O)CCSc2ccc(S(=O)(=O)N3CCCC3)cc21)NCc1ccccc1Cl,9.5,37.2,-2.0,18.4,3.2,-5.0,-5.4,2.0,-11.0
CCN1CCN(C(=O)c2ccc(CN(c3ccc(C)c(C)c3)S(C)(=O)=O)cc2)CC1,14.0,-26.2,-2.3,20.0,7.8,-2.4,17.7,0.0,2.1
O=C(NCc1ccccn1)c1nnc(Cc2ccc(Cl)cc2)o1,-2.4,-72.0,-0.5,-18.7,-0.2,-1.9,-5.2,1.3,-3.2
Cn1cc(C(=O)N/N=C/c2c(O)ccc3ccccc23)ccc1=O,-14.7,-4.7,-2.2,78.8*,-21.2,-3.7,-12.3,-1.7,-1.8
Oc1ccc(-c2nccc(-c3ccc(F)cc3)n2)cc1,51.9*,4.8,-0.3,-49.7,34.2,8.6,62.2*,7.5,-2.9
COc1ccc(NC(=O)C(c2ccccc2)N2CCN(c3ccccn3)CC2)cc1Cl (stereo unspecified),21.4,18.1,-0.2,-1.1,31.7,1.0,-7.4,0.0,6.1
COc1ccc(NC(=O)N(C)C[C@H]2Oc3c(NC(=O)Nc4ccc5c(c4)OCO5)cccc3C(=O)N([C@H](C)CO)C[C@@H]2C)cc1,-6.4,-7.8,1.1,-20.2,0.9,-0.6,9.8,0.5,-8.0
O=C(N/N=C/c1ccc(Br)cc1)c1ccc(F)cc1,-20.9,-17.0,2.2,-2.8,-1.2,5.1,2.0,3.2,-1.8
O=C(COC(=O)/C=C/c1ccc(Br)o1)Nc1ccc2[nH]c(=O)[nH]c2c1,-7.6,7.4,0.0,6.2,-31.4,0.1,-26.8,0.2,3.5
CN(c1ccc(OCC(=O)Nc2ccccc2C(=O)O)cc1)S(=O)(=O)c1ccc(Cl)cc1,4.0,10.6,-0.3,89.8*,6.8,-3.0,3.9,-0.2,3.6
COc1ccc(-c2[nH]ncc2/C=N/NC(=O)c2ccncc2)c(OC)c1,12.6,6.0,0.6,3.2,10.3,-3.3,12.1,-0.2,1.6
O=C(CC1SC(N2CCCCC2)=NC1=O)Nc1cccc(C(F)(F)F)c1 (stereo unspecified),14.3,-2.2,-1.1,8.1,-4.1,-0.3,1.7,-0.3,-1.6
CCOC(=O)N1CCN(c2c(Nc3cc(C)[nH]n3)c(=O)c2=O)CC1,6.8,3.1,0.5,-25.4,-7.8,0.5,3.7,1.9,3.2
Cc1cccc(C2=NN(c3ccccc3)[C@@H](C(=O)N3CCOC3=O)[C@@H]2c2ccc(Cl)cc2)c1,21.0,x,x,8.0,8.9,-0.2,35.8,2.6,1.2
CCCCN(C(=O)c1cccc(-c2ccc(OC(C)=O)cc2)c1)c1c(N)n(CCC)c(=O)[nH]c1=O,1.1,-2.5,-0.8,18.8,14.0,4.8,7.2,1.7,-2.5
CCOC(=O)C(=O)NNc1ccc(Cl)cc1,6.8,12.3,-4.4,-18.8,-69.9,-1.5,-116.8,-2.6,-0.3
CCOc1ccc(/C=N/NC(=O)Cc2cccs2)cc1,-11.8,-9.1,1.3,-22.2,9.4,2.8,16.1,4.7,-9.6
Cc1ccc(C2=[N+]([O-])C(C)(C)CC2)cc1,-8.4,8.8,3.7,8.8,0.5,-2.0,9.7,-0.1,-5.1
O=C1CCCC(=O)N1c1ccc(NCCOCCO)c([N+](=O)[O-])c1,3.0,9.5,-2.9,-5.0,-5.6,-2.1,-3.5,1.6,1.5
Cc1nc(CSc2ccc(Br)cc2)cs1,7.5,10.6,-1.9,-31.3,8.9,-1.1,3.3,3.9,-2.8
COC(=O)c1ccc(CN2CCC(Oc3cccc(C(=O)N4CCCC4)c3)CC2)cc1,-2.5,4.1,-3.8,5.1,2.1,0.1,-4.3,2.2,-6.5
COc1cc(OC)cc(-c2nc(-c3ccc(Br)cc3)no2)c1,13.9,6.8,-1.7,-11.6,24.9,-0.3,18.1,2.2,7.0
CCN1C(=O)N[C@@H](c2cccc(C(F)(F)F)c2)C(C(C)=O)=C1C,9.6,6.9,-4.7,-4.9,-0.8,2.4,12.8,-1.3,1.8
COc1ccc(S(=O)(=O)N2CCC(C(=O)N3CCCC3)CC2)cc1C,4.8,15.1,-3.3,4.7,3.7,2.0,2.8,1.5,3.1
CCOC(=O)C(NC(=O)Nc1ncccn1)(Oc1ccccc1)C(F)(F)F (stereo unspecified),-16.8,8.5,-0.4,17.4,1.2,0.2,-7.8,-1.6,1.2
N#CC1=C(SCC(=O)c2ccc(Cl)cc2)NC2=C(C(=O)CCC2)C1c1ccco1 (stereo unspecified),46.0*,-4.0,1.5,40.2,30.6,-1.6,25.4,0.9,14.6
COc1ccc(CNC(=S)Nc2ccccc2F)cc1,34.2,-10.9,-2.2,18.0,13.9,-3.0,18.5,2.9,1.3
CCOc1ccc(S(=O)(=O)N(C)CC(=O)N2CCN(CC)CC2)cc1,-13.7,7.8,-0.6,21.9,1.7,5.0,5.4,1.7,0.4
C=CCN1C(=O)c2ccc(C(=O)N3CCN(S(=O)(=O)c4cccc(Cl)c4)CC3)cc2C1=O,21.1,10.2,-2.1,-7.2,-4.6,-1.7,-1.4,-1.5,-0.4
COCCn1c(C)cc(C(=O)CSc2nc3ccccc3s2)c1C,-51.9,-9.3,-1.3,65.6*,-30.9,-4.3,3.1,-3.2,-6.2
CCNC(=O)C1Cc2cc(S(=O)(=O)N3CCCC3)ccc2N1C(C)=O (stereo unspecified),-1.4,10.5,0.8,11.2,-7.0,-2.5,-13.3,0.0,-4.1
O=C(O)c1cc(S(=O)(=O)Nc2cccc(S(=O)(=O)N3CCCC3)c2)ccc1Cl,3.2,-9.2,-4.9,7.0,14.0,0.6,3.0,0.8,-3.4
CCOC(=O)NN1C(=O)c2ccccc2NC1c1ccccc1 (stereo unspecified),8.0,8.5,-4.1,19.9,5.2,-0.4,-9.1,1.5,-1.4
CCOC(=O)c1c(C)[nH]c(C)c1C(=O)COC(=O)c1cccc(C)c1O,30.3,9.7,0.4,16.8,24.8,-0.7,30.6,0.9,0.4
Fc1ccc(NC(=S)N2CCCN(c3ccc(C(F)(F)F)cn3)CC2)c(F)c1,-0.2,-11.4,-0.8,19.0,26.1,-4.6,42.2,7.3,0.8
O=C(Nc1ccc2ccccc2c1)c1cccc(F)c1,14.4,0.3,-2.0,-190.8,9.7,-3.6,20.0,5.0,-9.5
O=C(NCCOC(=O)c1ccccc1C(=O)OCCNC(=O)c1cccnc1)c1cccnc1,-11.8,2.0,-1.8,-11.6,6.4,-0.2,17.0,-0.7,-4.2
Cc1ccc(N2CC(C(=O)NCc3cccnc3)CC2=O)cc1 (stereo unspecified),-1.0,13.4,-4.3,-0.4,8.8,-1.2,16.4,-2.5,6.6

# Some of these compounds in order of heavy-atom count, ascending.
SMILES,tim10-1 inh,APJ antag,APJ ag,Mdm2 MdmX PPI,TIM10 inh,XBP1 UPR activ,tim23-1 inh,UPR CHOP act,CXCR6 block
COc1ccc(CNC(=S)Nc2ccccc2F)cc1,34.2,-10.9,-2.2,18.0,13.9,-3.0,18.5,2.9,1.3
CCOc1ccc(S(=O)(=O)N(C)CC(=O)N2CCN(CC)CC2)cc1,-13.7,7.8,-0.6,21.9,1.7,5.0,5.4,1.7,0.4
CCOC(=O)c1c(C)[nH]c(C)c1C(=O)COC(=O)c1cccc(C)c1O,30.3,9.7,0.4,16.8,24.8,-0.7,30.6,0.9,0.4

# Further entries follow.
SMILES,tim10-1 inh,APJ antag,APJ ag,Mdm2 MdmX PPI,TIM10 inh,XBP1 UPR activ,tim23-1 inh,UPR CHOP act,CXCR6 block
CC(=O)c1cccc(NC(=O)COC(=O)CCNS(=O)(=O)c2ccccc2)c1,3.4,-0.2,-6.3,14.8,3.1,-2.2,9.7,0.7,3.7
CC(C)(C)c1ccc(-n2ncc3c2CCCC3NC(=O)CCCn2cncn2)cc1 (stereo unspecified),21.3,-17.0,-3.6,13.4,-1.0,-5.4,14.1,1.2,-6.6
O=C(NCc1ccc2c(c1)OCO2)NC1CCCCC1,-3.8,-6.5,-2.5,-3.1,-7.8,-0.9,2.1,2.3,3.7
O=[N+]([O-])c1cccc(-c2ccc3nnc(SCc4ccccn4)n3n2)c1,21.4,0.1,-0.7,6.9,4.7,-0.8,1.9,0.9,-4.4
COc1cccc(OCc2cc(/C=N/NC(=O)c3nc(Cl)c(Cl)c(N)c3Cl)ccc2OC)c1,1.3,-14.1,-2.3,11.1,-4.2,0.2,7.7,-1.6,7.9
Cc1ccc(C)c(NC(=O)COc2cccc3c2CCN(Cc2ccccc2)C3=O)c1,1.5,-21.6,-4.2,-9.2,-4.7,-3.0,15.6,3.7,-1.2
COc1cc2c(cc1NC(=O)COC(=O)[C@@H](NC(=O)c1ccccc1F)C(C)C)oc1ccccc12,40.4*,-1.8,-4.6,-12.5,21.0,-0.9,20.4,0.0,3.9
CCc1nnc(NS(=O)(=O)c2ccc(NC(=O)c3ccccc3)cc2)s1,-6.4,-0.6,-0.1,14.7,-0.2,-2.6,9.1,-0.4,0.5
Cc1ccc([N+](=O)[O-])cc1NC(=O)CN1CCC(C)CC1,14.0,1.9,-0.5,-5.4,-27.9,-1.6,2.3,-0.4,-2.4

# Screening results (PubChem BioAssay)
